# GPR151 ag: activators of human GPR151 | Q8TDV0 | PathHunter beta-arrestin GPR151 cells, luminescence | activation, % at 11.2 µM | 650,000 tested, 1% active | AID 1508602; in the data active = activation above about 4.9%;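 also: 0% = median of compound wells and 100% = cells with positive control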
# Target sequence (Q8TDV0 whole entry, looked up): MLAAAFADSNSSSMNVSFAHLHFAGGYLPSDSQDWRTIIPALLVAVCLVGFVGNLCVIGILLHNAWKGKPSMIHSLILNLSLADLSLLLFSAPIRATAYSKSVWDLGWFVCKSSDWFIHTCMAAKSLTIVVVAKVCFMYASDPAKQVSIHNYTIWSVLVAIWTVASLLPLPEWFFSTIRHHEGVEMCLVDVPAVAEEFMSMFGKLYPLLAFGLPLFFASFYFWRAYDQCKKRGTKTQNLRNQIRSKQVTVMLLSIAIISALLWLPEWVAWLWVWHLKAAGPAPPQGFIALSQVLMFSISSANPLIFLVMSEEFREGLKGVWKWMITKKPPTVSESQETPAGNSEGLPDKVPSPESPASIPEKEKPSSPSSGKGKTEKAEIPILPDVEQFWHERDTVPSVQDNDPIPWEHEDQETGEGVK
# MITF inh: human MITF inhibition, primary screen. O75030. AlphaScreen MITF homodimerization, bead proximity signal. inhibition, % at 2.6 µM. 650,000 tested, 0.91% active. AID 1259374; in the data active = inhibition above about 50%;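 also: 0% = vehicle wells with protein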
# Target sequence (O75030 whole entry, looked up): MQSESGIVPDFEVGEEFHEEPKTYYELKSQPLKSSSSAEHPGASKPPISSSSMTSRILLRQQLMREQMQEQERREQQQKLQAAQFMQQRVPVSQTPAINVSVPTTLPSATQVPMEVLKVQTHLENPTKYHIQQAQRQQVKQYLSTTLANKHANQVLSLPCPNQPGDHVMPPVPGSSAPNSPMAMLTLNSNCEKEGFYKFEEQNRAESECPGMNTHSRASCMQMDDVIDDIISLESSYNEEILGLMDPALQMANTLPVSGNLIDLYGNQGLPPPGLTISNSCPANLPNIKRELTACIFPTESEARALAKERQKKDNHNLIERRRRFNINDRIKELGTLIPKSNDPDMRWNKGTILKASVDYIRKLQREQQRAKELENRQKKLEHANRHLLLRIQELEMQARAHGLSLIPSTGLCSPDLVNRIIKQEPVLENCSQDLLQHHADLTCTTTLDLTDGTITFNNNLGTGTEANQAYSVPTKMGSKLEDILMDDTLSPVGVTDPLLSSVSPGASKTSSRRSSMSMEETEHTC
# TEAD-YAP inh: TEAD-YAP interaction inhibition; HEK-TIYL cells, TEAD-Gal4/YAP UAS-luciferase luminescence; inhibition, % at 9.12 µM; 640,000 tested, 1.4% active; AID 1259422; in the data active = inhibition above about 32%;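 also: 0% = median of test compound wells and 100% = reference inhibitor wells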
# FBW7 activator: activators of human E3 ligase FBW7; 650,000 tested, 0.13% active; normalized activity (activation), % at 26.1 µM; AID 1259310; AlphaScreen FBW7–phospho-cyclin E peptide binding, activator screen; in the data active = normalized activity above about 1.9%;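 also: purified mutant Fbw7 with reduced substrate affinity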
# An asterisk follows results filed as active; x = no result given.
# Preview (5 entries):
SMILES,GPR151 ag,MITF inh,TEAD-YAP inh,FBW7 activator
CCOC(=O)c1oc2ccccc2c1Cn1c(Cl)nc2c1c(=O)n(C)c(=O)n2C,-1.1,0,-5,-0.2
CN(C)C=NC1=NN(c2cccc(C(F)(F)F)c2)CC1,-0.5,-3,-17,-0.1
Cc1ccc(-n2c(=S)sc3c(=O)n(-c4ccccc4)c(SCc4ccc(Cl)cc4)nc32)cc1C,2.4,4,-2,-0.2
Cc1nnc(SCc2c(Cl)cccc2[N+](=O)[O-])s1,-2.5,-13,1,-0.4
OCCNc1cc(-c2ccccc2)nc(-c2ccc(Br)cc2)n1,-0.9,20,13,1.5

# This part in full (from the top)
SMILES,GPR151 ag,MITF inh,TEAD-YAP inh,FBW7 activator
CCOC(=O)c1oc2ccccc2c1Cn1c(Cl)nc2c1c(=O)n(C)c(=O)n2C,-1.1,0,-5,-0.2
CN(C)C=NC1=NN(c2cccc(C(F)(F)F)c2)CC1,-0.5,-3,-17,-0.1
Cc1ccc(-n2c(=S)sc3c(=O)n(-c4ccccc4)c(SCc4ccc(Cl)cc4)nc32)cc1C,2.4,4,-2,-0.2
Cc1nnc(SCc2c(Cl)cccc2[N+](=O)[O-])s1,-2.5,-13,1,-0.4
OCCNc1cc(-c2ccccc2)nc(-c2ccc(Br)cc2)n1,-0.9,20,13,1.5
OCCNC1CCCc2c1[nH]c1ccccc21 (centres undefined),1.4,4,0,-0.1
COCCCNC(=O)c1n[nH]c(=O)c2ccccc12,-0.6,-5,-7,-0.1
O=C(Oc1ccc(N2C(=O)C3C4CCC(C4)C3C2=O)cc1)c1ccc(Br)cc1 (centres undefined),-1.1,-14,-7,-0.1
CCN(CC)C(=O)CN1C(=O)COc2ccccc21,0.4,-15,-13,-0.1
CCOc1ccc(-c2nnc(NC(=O)NC3CCCCC3)o2)cc1,1.1,5,-8,0.0
N=C1C(c2nc3ccccc3[nH]2)=C(O)CN1C1CCCCCC1,-0.1,16,-50,0.8
N/C(Cc1cccc2ccccc12)=N\OC(=O)Cc1ccccc1[N+](=O)[O-],0.6,21,2,0.1
COc1ccc(CNC(=O)CCc2cn(C)c3ccccc23)c(OC)c1,0.1,0,-15,-0.4
CC(=O)Nc1cccc(NC(=O)CSc2ncc(-c3ccccc3)[nH]2)c1,-0.2,10,-2,0.0
COc1cccc(NC(=O)CCc2c(C)nc3cc(-c4ccccc4)nn3c2C)c1,0.1,0,15,-0.1
Cc1cccc(NC(=O)C2CCCN(S(=O)(=O)c3cnc[nH]3)C2)n1 (centres undefined),-1.0,-13,-1,0.1
CCOC(=O)c1ccc(NC(=O)COc2ccc3oc4c(c3c2)CCCC4)cc1,2.0,3,1,-0.2
COc1cc(C2Sc3ccccc3NC3=C2C(=O)OC3)cc(OC)c1OC (centres undefined),-0.7,17,-3,0.2
CCOc1ccccc1N(Cc1nnc2n1CCCCC2)C(=O)Nc1ccc(Cl)cc1,0.1,-9,-4,0.0
COc1cc(/C=N/n2cnnc2)ccc1OC(=O)c1ccncc1,0.9,4,8,-0.2
CC1CCN(c2nc3ccccc3nc2N2CCC(C)CC2)CC1,0.3,-8,-2,-0.2
Nc1nonc1N/N=C/c1ccc(O)cc1O,-0.5,14,-2,0.2
CCOC(=O)c1c(C)oc2ccc(OC(=O)C(C)(C)C)cc12,0.2,-1,5,0.2
O=C(COC(=O)c1cc(=O)c2ccccc2o1)Nc1cccc(I)c1,-0.7,1,-3,0.1
CC1(C)CC(/C=C/c2ccco2)=Nc2ccccc2N1,-3.0,3,-21,-0.1

# Given bar-delimited: 6 of the compounds above
SMILES | GPR151 ag | MITF inh | TEAD-YAP inh | FBW7 activator
CC(=O)Nc1cccc(NC(=O)CSc2ncc(-c3ccccc3)[nH]2)c1 | -0.2 | 10 | -2 | 0.0
COc1ccc(CNC(=O)CCc2cn(C)c3ccccc23)c(OC)c1 | 0.1 | 0 | -15 | -0.4
COc1cc(/C=N/n2cnnc2)ccc1OC(=O)c1ccncc1 | 0.9 | 4 | 8 | -0.2
COc1cccc(NC(=O)CCc2c(C)nc3cc(-c4ccccc4)nn3c2C)c1 | 0.1 | 0 | 15 | -0.1
N=C1C(c2nc3ccccc3[nH]2)=C(O)CN1C1CCCCCC1 | -0.1 | 16 | -50 | 0.8
CC1(C)CC(/C=C/c2ccco2)=Nc2ccccc2N1 | -3.0 | 3 | -21 | -0.1

# Going on with the list:
SMILES,GPR151 ag,MITF inh,TEAD-YAP inh,FBW7 activator
Cc1nn(C(=O)c2ccccc2Cl)c(C)c1Sc1ccc(Cl)cc1,0.5,-3,12,0.0
Nc1c(C(=O)Nc2ccccc2I)sc2nc(-c3cccs3)ccc12,-0.1,0,8,0.1
CCOC(=O)c1c(NC(=O)c2ccc(Cl)cc2)sc(C(=O)Nc2cccc(Cl)c2)c1C,1.2,13,3,0.0
Cc1ccc(S(=O)(=O)NC(=O)OCCNC(=O)OC(C)C)cc1,-0.7,8,-1,0.0
COc1cc(C(=O)OCc2cc(=O)c(O)co2)ccc1OC(F)F,4.2,13,3,-0.1
O=C(NCc1ccco1)c1ccccc1-c1ccccc1,0.4,9,-3,0.1
COc1ccc(C(=O)NCC(c2cccnc2)N2CCN(c3ccccc3)CC2)cc1 (centres undefined),-0.2,11,2,0.1
Cn1c(C(=O)O)c(CNCc2ccccn2)c2ccccc21,-0.4,19,2,-1.8
Cc1ccc(S(=O)(=O)N(CC(=O)NC(C)(C)C)c2ccccc2Cl)cc1,0.3,4,4,0.2
CC1CCc2c(nc3ncnn3c2NCCN2CCCC2)C1 (centres undefined),-0.6,-5,-4,0.0
O=C(CN1C(=O)CSc2ncccc21)NCc1ccccc1,0.8,0,-4,-0.1
O=C(NCc1ccccc1)c1nn2c(C(F)(F)F)cc(-c3ccc(Br)cc3)nc2c1Br,0.2,-1,6,-0.1
Cn1c(=O)c([N+](=O)[O-])c(N2CCN(CCO)CC2)c2ccccc21,0.1,-13,5,0.0
COCc1cc(CN2CCN3C(=O)[C@H]4CCCN4C(=O)[C@H]3C2)ccc1OC,0.3,0,-4,0.0
O=C(Nc1nnc(SCc2ccc(Cl)cc2)s1)C1CC(=O)N(Cc2ccco2)C1 (centres undefined),3.5,-7,-2,0.1
O=C(CSc1ccc(Cl)cc1)Nc1cc(Cl)ccc1C(=O)O,0.4,14,4,0.2
CCN(CCn1cccn1)C(=O)CC1C(=O)NCCN1CC1CCCCC1 (centres undefined),-0.7,-13,2,0.0
O=C(CSCc1ncccn1)Nc1ccc(F)c(Cl)c1,-0.3,6,-4,0.0
CC1=C(C(=O)Nc2cccc(Cl)c2)C(c2ccc(O)cc2)NC(=S)N1 (centres undefined),1.3,-7,4,-0.1
C=CCOc1ccc(-c2nn(-c3ccccc3)cc2/C=c2\sc3nc(-c4cccs4)nn3c2=O)cc1,2.5,-10,-4,-0.2
CCC1=NCC(=O)Nc2ccc(Cl)cc21,-0.6,-3,10,-0.2
O=C(CCCCN1C(=O)c2ccccc2C1=O)Nc1nc(-c2ccccc2)cs1,-1.4,11,3,0.5
CN(C1CCCCC1)S(=O)(=O)N1CCCC(C(=O)NCCc2cccs2)C1 (centres undefined),2.7,-11,-8,-0.1
C=CCOc1ccc(C2C(C(=O)OCC)=C(C)N=c3s/c(=C/c4ccccc4)c(=O)n32)cc1OCC (centres undefined),1.4,7,-14,0.5
CC(C)CCCN1CCC(N2CCN(c3ccccc3)C(=O)C2)CCC1=O (centres undefined),0.6,5,-6,-0.1
# Other entries
SMILES,GPR151 ag,MITF inh,TEAD-YAP inh,FBW7 activator
O=[N+]([O-])c1ccc(S(=O)(=O)NC(c2ccccc2)c2ccccc2)cc1,-0.3,2,2,-0.1
O=[N+]([O-])c1cc(CN2CCOCC2)ccc1O,-0.3,-17,-15,-0.1
C=CCn1c(C)cc(C2=NNC(=NC(C)(C)C)SC2)c1C,-4.0,4,3,-0.1
c1ccc(CN2CCN(c3nc4nonc4nc3N3CCCCCC3)CC2)nc1,1.6,0,-3,-0.1
CC1CCC2(CC1)C(C#N)=C1SCCN1C(=O)C2C#N (centres undefined),0.2,10,6,-0.1
Nc1nc(Cl)cc(Oc2ccccc2)n1,1.5,-7,6,0.0
Cc1ccc(CNC(=O)CSc2nc3n[nH]c(C)c3c(=N)n2-c2cc(C)ccc2C)cc1,-0.1,7,-2,0.0
COc1ccccc1CNc1cnn(C23CC4CC(CC(C4)C2)C3)c(=O)c1Cl,1.3,5,1,-0.3
CC1=C(CCN2C[C@@H](n3cnnn3)C[C@H]2C(=O)NC2CCCCCC2)C(C)(C)CCC1,-0.6,2,2,0.1
CC1(C)CC(=O)c2sc(NC(=O)CN3C(=O)CCC3=O)nc2C1,1.8,3,-5,-0.1
O=C(Nc1ccccc1)c1cc(S(=O)(=O)N2CCSCC2)ccc1Cl,-0.2,-22,-1,0.1
O=C(O)c1cc(-c2cccs2)nc2nc(N3CCCC3)sc12,-0.2,-5,11,-0.2
COc1ccc(C(=O)C2CCN(C(=O)Nc3ccccc3C)CC2)cc1,0.0,-11,2,0.1
CCCn1c2ccccc2c2nnc(SCC(=O)Nc3cc(C)on3)nc21,-0.7,14,-12,0.1
CCOc1cc(/C=C2/SC(=O)NC2=O)cc([N+](=O)[O-])c1O,-1.7,12,-5,-0.2
Cc1nc(SCC(=O)Nc2cccc(C(F)(F)F)c2)c(C#N)c(C)c1C,-0.5,9,6,0.0
Cc1cc(C)nc(/N=C/c2c(O)c3ccccc3oc2=O)n1,2.4,-11,-7,-0.1
O=C(NCc1ccccc1)C(=O)Nc1cccc(C(F)(F)F)c1,1.4,16,-1,0.3
O=C(CC1C(=O)NCCN1Cc1ccccc1C(F)(F)F)NCCN1CCCCC1=O (centres undefined),1.3,2,5,-0.1
Cc1csc(N(C(=O)c2ccco2)c2ccccc2)n1,0.0,4,6,0.4
O=C(CC1(O)C(=O)Nc2ccccc21)c1ccccc1[N+](=O)[O-] (centres undefined),-0.8,9,-4,0.1
C=CCNc1cc(N2CCN(C(=O)c3ccc(F)cc3)CC2)ccc1[N+](=O)[O-],1.6,11,0,-0.3
COc1ccc([N+](=O)[O-])cc1N(CC(N)=O)S(C)(=O)=O,0.2,-10,8,-0.1
CCOC(=O)c1cnc2ccc(OC)cc2c1Nc1ccc(C(=O)OC)cc1,0.3,13,-2,0.7
COc1ccc(OCCCN2C(=O)C(=O)c3ccccc32)cc1,0.8,21,-13,-0.1
# Next entries follow:
SMILES,GPR151 ag,MITF inh,TEAD-YAP inh,FBW7 activator
CC1=NN(c2ccccc2)C(=O)/C1=C/c1c(C)[nH]n(-c2ccccc2C)c1=O,1.9,10,-1,0.2
O=C(/C=C/c1ccccc1)NC1CCCCC1N1C(=O)CSC1=O (centres undefined),1.8,-10,-31,-0.3
CCCCCCCOC(=O)Cc1c(C)n(C(=O)c2ccc(Cl)cc2)c2ccc(OC)cc12,-0.3,-8,x,x
Cc1ccc(-c2ccc(/C=C(\C#N)C(N)=O)o2)cc1,2.6,-2,-61,-0.1
Cc1ccc(CN2C(=O)CN(CC(=O)NCc3cccs3)C(=O)C2c2ccccc2F)cc1 (centres undefined),-1.6,15,13,0.5
O=C(Nc1cccnc1)c1cccs1,8.9*,-2,40*,0.5
Cc1ccc2cc(CN(Cc3nnnn3Cc3ccccc3)CC3CCCO3)c(=O)[nH]c2c1 (centres undefined),-0.1,6,-6,1.4
COC(=O)c1sc(-c2ccccc2)cc1NC(=O)c1ccc(S(=O)(=O)N2CC3(C)CC2CC(C)(C)C3)cc1 (centres undefined),-0.2,38,-7,-0.1
CCOc1ccccc1-n1c(SCC(=O)Nc2ccccc2)nnc1-c1cccnc1,-0.7,-11,-6,0.0
Brc1cccc(-c2nnc(CN3CCN(c4ccccn4)CC3)o2)c1,1.3,-16,-8,0.1
O=C(CSc1nnc(-c2cccnc2)s1)Nc1ccc(Cl)cc1,-0.3,1,-2,-0.2
CN(Cc1ccccc1)Cc1c(O)ccc2c(-c3ccccc3)cc(=O)oc12,0.5,5,2,0.2
CC1CCC(NC(=O)CCNS(=O)(=O)c2ccc3[nH]c(=O)ccc3c2)CC1 (centres undefined),0.2,-1,6,0.2
O=C(NCCO)c1ccc(-c2nnc(Nc3ccccc3)c3ccccc23)cc1,-0.7,13,4,0.3
O=C(NCc1ccc(Cl)cc1)c1cc(Sc2ccccc2Cl)nc2ccccc12,-0.4,-1,-1,-0.2
CSc1ccc(NC(=O)N2CCCC(c3nc4ccccc4[nH]3)C2)cc1 (centres undefined),-1.1,4,-10,-0.2
O=C(CN1C(=O)c2ccccc2C1=O)Oc1c(Cl)cccc1Cl,-0.1,-9,-3,-0.1
CC(O)CNc1nncc(-c2ccc3ccccc3c2)n1 (centres undefined),-1.1,-9,-54,0.0
CCN1CCN(CCCN(Cc2ccco2)C(=S)Nc2cc(Cl)ccc2OC)CC1,0.4,0,-2,0.0
Cc1cc(Br)ccc1NC(=O)Cn1ncc2c(=O)oc3ccccc3c21,-0.4,-12,7,-0.1
OCCNc1ccnc(N2CCC(N3CCOCC3)CC2)n1,0.2,2,-2,0.8
O=Cc1ccc(-c2ccc(NC3CC3)nc2)cc1,-3.4,5,34*,-0.2
COc1ccc2[nH]cc(CCNC(=O)c3ccc([N+](=O)[O-])cc3Cl)c2c1,-0.2,3,9,0.1
COC(=O)C1=C(C)C(C(C)=O)(C(=O)OC)NC(C)=C1c1ccccc1Cl (centres undefined),-1.3,-7,-3,0.1
Cn1ncc([N+](=O)[O-])c1CC(=O)O,2.2,19,13,0.0
Cc1ccc(CNC(=O)CCCC(=O)O)cc1,2.7,-5,-13,-0.2

# Compound activity: PubChem, The Scripps Research Institute Molecular Screening Center
